CSN deneddyl inh: inhibitors of CSN-mediated cullin deneddylation, primary screen, biochemical, fluorescence polarization, uHTS. Purified CSN, SCF-Nedd8-OG deneddylation. inhibition, % at 12.5 µM. 0.38% of 360,000 active. COP9 signalosome complex subunit 5 (Homo sapiens), Q92905. AID 651999, 2013;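 active means pattern-corrected inhibition above about 35%, with an unprinted fluorescence ratio check between 0.5 and 1.5, limit read from the data, passing the limit was not always enough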;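 further: 0% = enzyme with substrate and 100% = substrate without enzyme; some results filed as inactive read as strong as hits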
Target sequence (Q92905 whole entry, looked up, one chain of several): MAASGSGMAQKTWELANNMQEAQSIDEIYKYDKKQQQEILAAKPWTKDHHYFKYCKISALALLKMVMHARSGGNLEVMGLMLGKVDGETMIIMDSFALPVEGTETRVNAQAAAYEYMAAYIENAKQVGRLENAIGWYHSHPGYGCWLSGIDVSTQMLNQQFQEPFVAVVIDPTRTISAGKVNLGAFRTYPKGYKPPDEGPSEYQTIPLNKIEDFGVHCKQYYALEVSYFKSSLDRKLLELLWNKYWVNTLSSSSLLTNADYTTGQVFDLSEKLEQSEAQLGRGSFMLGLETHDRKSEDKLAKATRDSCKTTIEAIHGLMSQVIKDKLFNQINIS
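Schedule: reaction 90 min, room temperature / Assay system: HEK293T-derived human Csn5 enzyme / Input: Csn5 at 0.24 nM final / Measure: inhibition of Csn5 cleavage, % / Control set: substrate-only high control, full reaction low control / Technique: fluorescence polarization of the substrate / Buffer or medium: Tris/NaCl/DTT buffer, pH 7.5 / Reagent: SCFSkp2-Nedd8OG substrate at 10 nM final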
Rpn11 block: Rpn11 (PSMD14) deubiquitinase inhibitors, primary screen, biochemical, fluorescence polarization, uHTS | 26S proteasome non-ATPase regulatory subunit 14 (Homo sapiens), O00487 | human 26S proteasome, Ub4-pepOG fluorescence polarization; 20S core pre-blocked with epoxomicin | calls only at 20 µM | 0.59% of 360,000 active | AID 588493, 2011;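 active means inhibition at 20 µM, scaled to each plate's controls, above about 33%, limit read from the data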
Target sequence (O00487 whole entry, looked up): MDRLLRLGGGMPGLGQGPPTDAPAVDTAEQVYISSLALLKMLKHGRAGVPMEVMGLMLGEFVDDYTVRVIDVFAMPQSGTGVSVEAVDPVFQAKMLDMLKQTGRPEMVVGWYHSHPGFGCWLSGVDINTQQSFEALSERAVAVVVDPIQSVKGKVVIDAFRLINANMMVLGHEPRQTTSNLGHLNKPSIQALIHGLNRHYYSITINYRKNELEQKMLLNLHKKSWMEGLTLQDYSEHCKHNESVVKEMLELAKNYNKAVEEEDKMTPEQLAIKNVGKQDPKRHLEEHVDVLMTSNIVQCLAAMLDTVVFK
MLLE-PAM2 inh: inhibitors of PABP1 MLLE–PAM2 peptide binding, primary screen, biochemical, fluorescence polarization, FITC-PAM2, GST-MLLE | Polyadenylate-binding protein 1 (Homo sapiens), P11940 | inhibition, % at 20 µM | 0.36% of 360,000 active | AID 588489, 2011; in the data active means inhibition above about 35%, passing the limit was not always enough;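 further: plate controls were DMSO wells with GST-MLLE for no effect and wells lacking GST-MLLE protein for full effect; some results filed as inactive read as strong as hits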
MT1-MMP act inh: blockers of MT1-MMP proenzyme processing, primary screen, HT1080 RFP-PRO-GFP cells, GFP/RFP fluorescence; Matrix metalloproteinase-14 (Homo sapiens), P50281; GFP/RFP ratio fluorescence, overnight; percent of plate control window, DMSO zero; GFP/RFP ratio change, % at 20 µM; 0.061% of 360,000 active; AID 651647, 2012;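 active means GFP/RFP ratio change of at least 30% with cell ATP level not reduced by more than half and red fluorescence within 50% of control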; further: strong numbers were not always called active
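Material – HT1080 RFP-PRO-GFP cells · Control set – DMSO wells and RFP-L50D-GFP cells · Incubation – overnight cell settling, then overnight compound exposure, 37 °C, 5% CO2 · Compound dosing – single-point 20 µM compound, 1% DMSO · Read-out – GFP/RFP fluorescence ratio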
MsrA inh: bovine MsrA enzyme inhibitors, primary screen, biochemical, absorbance, HTS | Methionine sulfoxide reductase A (Bos taurus) | 0.75% of 360,000 active | inhibition, % at 15.5 µM | purified bovine MsrA, absorbance read-out | AID 651718, 2012; in the data active means inhibition above about 4.5%;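 further: 0% = vehicle wells with enzyme and 100% = reference inhibitor wells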
Rin1 Abl inh: inhibitors of Rin1-Abl protein binding, primary screen, biochemical, TR-FRET; Tyrosine-protein kinase ABL1 (Homo sapiens) + Ras and Rab interactor 1 (Homo sapiens), …; inhibition, % at 7.35 µM; 0.4% of 360,000 active; AID 588664, 2011; in the data active means inhibition above about 5%, passing the limit was not always enough
bovine MsrA act: bovine MsrA enzyme activators, primary screen, biochemical, absorbance, HTS | Methionine sulfoxide reductase A (Bos taurus) | purified bovine MsrA, absorbance read-out | activation, % at 10.6 µM | 0.3% of 360,000 active | AID 602163, 2012; in the data active means activation above about 7.5%;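 further: 0% = vehicle and 100% = reference activator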
FAS-TE inh: FAS thioesterase domain inhibitors, primary screen, biochemical, fluorescence intensity, uHTS; Fatty acid synthase (Homo sapiens), P49327; recombinant FAS-TE, OMFH fluorogenic substrate, fluorescence endpoint; inhibition, % at 15 µM; 0.67% of 360,000 active; AID 602261, 2012;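 active means compounds whose normalised, plate-corrected inhibition of enzyme fluorescence in the single-dose primary screen is 50% or more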;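 further: 0% = DMSO with enzyme and 100% = substrate without enzyme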
eLon inh: inhibitors of E. coli Lon protease, primary screen, biochemical, fluorescence polarization; P0A9M0; 0.42% of 360,000 active; AID 602123, 2011; purified E. coli Lon protease; inhibition, % at 7.94 µM; in the data active means inhibition above about 13%, passing the limit was not always enough;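 further: 0% = enzyme with probe and DMSO and 100% = no enzyme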
* = called active by the depositor; i = inactive; . = no result given; & = joins results of further samples.

The opening 7 compounds (preview)
SMILES	CSN deneddyl inh	Rpn11 block	MLLE-PAM2 inh	MT1-MMP act inh	MsrA inh	Rin1 Abl inh	bovine MsrA act	FAS-TE inh	eLon inh
COc1ccc(C2COC(=O)C2=N)c(NC(=O)c2ccc(Cl)cc2)c1 (configuration not stated)	1	i	-10	1	-0.7	0	-1	-5	-8
Cc1ccc(C)c(N2CCN(C(=O)CCS(=O)(=O)c3ccc4c(c3)NC(=O)CO4)CC2)c1	-1	i	0	0	0.2	3	-3	-2	-6
CN(Cc1ccccc1)C(=O)C(=O)c1c[nH]c2ccccc12	-1	i	3	-3	0.8	-3	-2	-8	-6
CCOC(=O)Cc1csc(NC(=O)CC(C)(C)C)n1	5	i	-7	-6	1.1	-6	-2	-6	-2
COCCCNC(=O)c1ccc2sc(C3=C[C@@H](O)[C@@H](O)[C@@H](CO)O3)nc2c1	-6	i	10	0	0.7	-3	4	-9	-1
CC(C)(C)c1nnc2sc(SCCN3C(=O)c4ccccc4C3=O)nn2c1=O	1	i	-2	2	2.4	-1	2	1	12
Cc1ccc(-c2nc3cccnc3o2)cc1NC(=O)COc1ccc(Cl)cc1C	-6	i	15	-7	1.2	-1	-8	-10	-6

Results (from the top)
SMILES	CSN deneddyl inh	Rpn11 block	MLLE-PAM2 inh	MT1-MMP act inh	MsrA inh	Rin1 Abl inh	bovine MsrA act	FAS-TE inh	eLon inh
COc1ccc(C2COC(=O)C2=N)c(NC(=O)c2ccc(Cl)cc2)c1 (configuration not stated)	1	i	-10	1	-0.7	0	-1	-5	-8
Cc1ccc(C)c(N2CCN(C(=O)CCS(=O)(=O)c3ccc4c(c3)NC(=O)CO4)CC2)c1	-1	i	0	0	0.2	3	-3	-2	-6
CN(Cc1ccccc1)C(=O)C(=O)c1c[nH]c2ccccc12	-1	i	3	-3	0.8	-3	-2	-8	-6
CCOC(=O)Cc1csc(NC(=O)CC(C)(C)C)n1	5	i	-7	-6	1.1	-6	-2	-6	-2
COCCCNC(=O)c1ccc2sc(C3=C[C@@H](O)[C@@H](O)[C@@H](CO)O3)nc2c1	-6	i	10	0	0.7	-3	4	-9	-1
CC(C)(C)c1nnc2sc(SCCN3C(=O)c4ccccc4C3=O)nn2c1=O	1	i	-2	2	2.4	-1	2	1	12
Cc1ccc(-c2nc3cccnc3o2)cc1NC(=O)COc1ccc(Cl)cc1C	-6	i	15	-7	1.2	-1	-8	-10	-6
COc1ccc(C(=O)NC(=S)NCc2cccnc2)cc1OC	5	i	23	0	-0.6	3	-2	-3	-12
COc1cc(C#Cc2c(-c3cncn3C)n(C)c3ccc(-c4cc(OC)c(OC)c(OC)c4)cc23)cc(OC)c1	-2	i	-3	-12	3.6	3	-5	34	5
Cc1cccc(N(CC(=O)NC2CCCC2)C(=O)c2cc3cc4cccc(C)c4nc3s2)c1C	2	i	8	-42	-0.4	-1	-2	36	9
OC1(c2cccs2)CN(c2ccc(Cl)cc2)C2=[N+]1CCCC2 (configuration not stated)	-1	i	10	-1	-0.4	2	-2	-4	-4
CN(C(=O)c1ccc(COc2ccccc2Br)o1)c1ccccc1	3	i	7	-1	0.3	1	-11	14	0
CCCCN1C(=O)C(O)(CC(=O)c2c(C)coc2C)c2ccccc21 (configuration not stated)	2	i	4	8	1.3	6	-5	-8	4
O=C(CSc1nnc(COc2ccccc2)o1)Nc1ccc(F)cc1	-2	i	-9	1	-0.3	0	-1	-1	9
Cc1ccccc1N(CC(=O)Nc1ccccc1C(=O)NCc1ccco1)S(=O)(=O)c1ccccc1	-6	i	-12	-6	1.2	-1	-4	12	-1
COc1ccc2c(c1OC)C(=O)N1C2SC(C)(C)[C@H]1C(=O)NC(C)C (some centres not stated)	-3	i	4	-4	-0.6	0	-2	-8	11
CC(C)(C)C(=O)Nc1ccccc1C(=O)Nc1cccnc1	-2	i	0	1	-0.6	0	-3	-7	-7
COCCCn1c(SCC(=O)Nc2ccc(NC(C)=O)cc2)nc2sc3c(c2c1=O)CCC3	3	i	-4	-4	0.4	-1	-4	-6	-6
O=C1N[C@@H](c2ccccc2)COC(=O)[C@H](Cc2ccc(F)cc2)C/C=C\C[C@@H]1CC(=O)N(CCO)Cc1ccccc1	1	i	-7	7	0.5	-3	0	9	0
COc1ccc(CNC(=O)COc2ccc(Br)c(C)c2)cc1	1	i	-7	-2	1.4	4	-4	7	-12
CCOC(=O)c1sc(Nc2cccc(Cl)c2)nc1C	0	i	5	2	1.8	-5	-4	24	3
O=C(O)CCSc1ccc2ccccc2n1	-4&2	i	3&-7	3&4	1.5	-80&-33	-4&-2	-5&-6	-5&-16
CCCCc1c(-c2ccccc2OC)ncn1Cc1ccc(Cl)cc1	-2	.	.	3	-0.2	.	-1	14	4
Cc1ccc(C)c(CSc2nnc(-c3cccs3)n2Cc2ccco2)c1	3	i	-29	2	-0.4	6	-11	12	-3
COc1ccc(C(C(=O)NC2CCCC2)N(Cc2ccccc2)C(=O)CNC(=O)c2ccco2)cc1 (configuration not stated)	-1	i	0	-6	0.7	5	-15	-9	-7

Ordered by formula weight (rising): some entries from above
SMILES	CSN deneddyl inh	Rpn11 block	MLLE-PAM2 inh	MT1-MMP act inh	MsrA inh	Rin1 Abl inh	bovine MsrA act	FAS-TE inh	eLon inh
CC(C)(C)C(=O)Nc1ccccc1C(=O)Nc1cccnc1	-2	i	0	1	-0.6	0	-3	-7	-7
CCCCc1c(-c2ccccc2OC)ncn1Cc1ccc(Cl)cc1	-2	.	.	3	-0.2	.	-1	14	4
O=C(CSc1nnc(COc2ccccc2)o1)Nc1ccc(F)cc1	-2	i	-9	1	-0.3	0	-1	-1	9
COc1ccc(CNC(=O)COc2ccc(Br)c(C)c2)cc1	1	i	-7	-2	1.4	4	-4	7	-12
CN(C(=O)c1ccc(COc2ccccc2Br)o1)c1ccccc1	3	i	7	-1	0.3	1	-11	14	0
O=C1N[C@@H](c2ccccc2)COC(=O)[C@H](Cc2ccc(F)cc2)C/C=C\C[C@@H]1CC(=O)N(CCO)Cc1ccccc1	1	i	-7	7	0.5	-3	0	9	0

Continued.
SMILES	CSN deneddyl inh	Rpn11 block	MLLE-PAM2 inh	MT1-MMP act inh	MsrA inh	Rin1 Abl inh	bovine MsrA act	FAS-TE inh	eLon inh
CCc1ccc(N2CC(O)(c3cccs3)[N+]3=C2SCCC3)cc1 (configuration not stated)	-1	i	13	-3	-0.4	-1	-8	-9	-4
O=C(NNc1c2ccccc2nc2ccccc12)c1cccc(O)c1	-2	i	-42	13	0.4	-4	-7	-4	-39
Cc1ccc(S(=O)(=O)N2CCC(NC(=O)c3cccnc3)CC2)cc1Cl	0	i	8	0	0.7	1	0	1	2
COC(=O)c1ccc(S(=O)(=O)NCc2ccc(OC)cc2)n1C	-2	i	3	4	1.2	1	-1	-6	-2
O=C1c2ccccc2C(=O)N1c1ncn[nH]1	-4	i	-18	2	-0.2	-2	-4	-4	-2
COc1cc(Cl)c(C)cc1NC(=O)COC(=O)c1cc[n+]([O-])cc1	10	i	-11	2	-0.1	-2	-3	1	-6
Cc1ccc(C2CN(c3ccccc3)CC2C(=O)c2ccc(F)cc2)cc1 (configuration not stated)	-4	i	-13	-4	1.1	4	-10	19	-11
O=C(c1cnc2sccn2c1=O)N(Cc1ccccc1)c1ccccn1	6	i	6	0	5.0*	4	-4	-1	-5
COc1ccc(OCC(=O)Nc2ccc(NC(=O)c3cccs3)cc2)cc1	5	i	7	4	-0.3	-1	-1	-4	-1
CCc1nc2ccc(C(=O)Nc3cc(-c4ccccc4)ccc3OC)cn2c1N(C)Cc1ccc(Cl)cc1	-2	i	1	8	0.8	-1	0	23	2
CC(=O)NC1CC2CCCC(C1)N2C(=O)Nc1c(C)cccc1C (configuration not stated)	1	i	-3	4	-1.2	3	-2	-8	2
CC(NC(=O)CN(C)CC(=O)Nc1ccc(F)c(F)c1F)c1ccccc1 (configuration not stated)	-4	i	-7	1	1.7	0	-3	3	-6
Cc1cc(N)n(-c2ccc(Oc3ccccc3)c(S(=O)(=O)O)c2)n1	5	i	4	2	1.9	2	-3	-6	-12
CCCCOc1ccc(-c2c(C#N)c(N)[nH]c(=S)c2C#N)cc1	4	i	23	4	0.6	0	-1	21	0
CC1=C(N2CCCCC2)CCC1=O	3	i	1	3	-0.6	1	5	-14	-4
CN(C)CCCN(Cc1cc2cc3c(cc2[nH]c1=O)OCO3)C(=S)NCc1ccco1	-1	i	-91	-5	0.3	2	-4	-3	-2
Cn1cc(/C=C2\SC(=O)NC2=S)c2ccccc21	-75	i	59	-8	22*	-3	-11	-14	1
Cc1ccc(NC(=S)NNC(=O)c2ccco2)cc1	4	i	-5	1	0.1	-2	-2	-5	1
COc1ccc(CCNC(=O)c2ccc(CNS(=O)(=O)c3ccc(C(C)(C)C)cc3)cc2)cc1OC	-1	i	-21	2	1.0	1	-3	-7	-9
O=C(NCCCN1CCOCC1)[C@@H]1CSC2c3ccccc3C(=O)N21 (some centres not stated)	1	i	25	1	-0.8	-2	-6	-11	-8
CCOC(=O)CNC(=O)CSc1ccc2nnc(-c3cccnc3)n2n1	-10	i	3	0	-0.9	-2	-9	-5	4

Source: PubChem
